Screening results from PubChem BioAssay.
sEH activator = soluble epoxide hydrolase activators, primary screen, biochemical, human sEH; purified human sEH enzymatic activity, activator screen; activation, % at 2 µM; 91,000 compounds, 0.04% hits; AID 717, 2007; in the data active means activation above about 37%; further: values of inactives mirror those of a sister screen read the other way
Target sequence (P34913 whole entry, looked up): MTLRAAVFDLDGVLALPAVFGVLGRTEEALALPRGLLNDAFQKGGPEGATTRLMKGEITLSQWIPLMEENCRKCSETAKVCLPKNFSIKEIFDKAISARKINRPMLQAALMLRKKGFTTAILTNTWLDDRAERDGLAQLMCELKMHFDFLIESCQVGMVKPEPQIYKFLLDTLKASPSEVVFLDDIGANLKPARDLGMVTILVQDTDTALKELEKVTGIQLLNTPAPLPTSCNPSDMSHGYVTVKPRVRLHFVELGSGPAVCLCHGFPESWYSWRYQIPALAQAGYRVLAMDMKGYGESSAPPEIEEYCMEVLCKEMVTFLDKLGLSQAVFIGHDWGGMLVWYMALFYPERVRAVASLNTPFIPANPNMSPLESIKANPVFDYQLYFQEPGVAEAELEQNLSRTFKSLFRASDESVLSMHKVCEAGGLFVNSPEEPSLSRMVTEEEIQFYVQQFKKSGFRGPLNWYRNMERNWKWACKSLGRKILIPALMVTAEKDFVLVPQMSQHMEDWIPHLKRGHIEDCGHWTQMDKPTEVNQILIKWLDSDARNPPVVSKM
* hit, by the source's call.

COc1ccc(/C=C2\OC(=O)c3c(OC)cccc32)cc1OC
- sEH activator = 18

Clc1ccc2c(c1)C(c1cccs1)=NNC(c1cccnc1)=N2
- sEH activator = 7

CC(C(=O)O)N1C(=O)CSc2ncccc21 (configuration not stated)
- sEH activator = -7

CCCNS(=O)(=O)c1ccc(CCC(=O)NCC2CCCO2)cc1 (configuration not stated)
- sEH activator = -2

CC1Cc2ccccc2N1C(=O)CCN1C(=O)C2C3C=CC(C3)C2C1=O (configuration not stated)
- sEH activator = -7

O=C1C2C3C=CC(CC3)C2C(=O)N1/N=C/c1ccc(O)cc1 (configuration not stated)
- sEH activator = 7

COc1cccc(-c2nc(N3CCC(C)CC3)c3ccccc3n2)c1O
- sEH activator = 4

Cc1ccc(CN2CN(S(=O)(=O)c3cccs3)c3nc4ccccc4nc32)cc1
- sEH activator = 14

COc1ccc(N2CCN(Cc3cc4c(cc3O)CCC4)CC2)cc1
- sEH activator = 8

Cc1ccccc1NC(=O)Nc1ccccc1Br
- sEH activator = -7

c1ccc(Nc2ncnc3sc4c(c23)CCC4)cc1
- sEH activator = 4

COc1ccc2nc(SCC(=O)Nc3ccc(S(=O)(=O)Nc4nccc(C)n4)cc3)[nH]c2c1
- sEH activator = 14

COc1cccc(CNCCc2c[nH]c3ccccc23)c1OCc1ccccc1F
- sEH activator = 3

Cc1cccn2c(=O)c(C=NCc3ccco3)c(Nc3ccc(SC(F)F)cc3)nc12
- sEH activator = -4

O=C(c1ccc(F)cc1)C1CCN(C(=S)Nc2ccccc2)CC1
- sEH activator = 7

COc1cc(CNCCc2c[nH]c3ccccc23)ccc1OCc1ccccc1F
- sEH activator = 4

COc1cc2c(cc1NC(=O)c1cccc([N+](=O)[O-])c1C)oc1ccccc12
- sEH activator = -4

Cc1cccc(Nc2ncnc3nc[nH]c23)c1
- sEH activator = 3

CCOC(=O)c1cc(-c2ccccc2)sc1NC(=O)CN1C(=O)NC(CC)(c2ccc(F)cc2)C1=O (configuration not stated)
- sEH activator = 6

CCN(CC(=O)NCCc1ccc(S(N)(=O)=O)cc1)Cc1nc2cc(OC)c(OC)cc2c(=O)[nH]1
- sEH activator = -5

Looked up by compound from the list above:
COc1ccc(/C=C2\OC(=O)c3c(OC)cccc32)cc1OC
- sEH activator = 18

CCN(CC(=O)NCCc1ccc(S(N)(=O)=O)cc1)Cc1nc2cc(OC)c(OC)cc2c(=O)[nH]1
- sEH activator = -5

CC(C(=O)O)N1C(=O)CSc2ncccc21 (configuration not stated)
- sEH activator = -7

COc1ccc(N2CCN(Cc3cc4c(cc3O)CCC4)CC2)cc1
- sEH activator = 8

c1ccc(Nc2ncnc3sc4c(c23)CCC4)cc1
- sEH activator = 4

COc1cc(CNCCc2c[nH]c3ccccc23)ccc1OCc1ccccc1F
- sEH activator = 4

Carrying on.
C/C(CC(=O)NCc1ccco1)=N\NC(=O)Cc1cccc2ccccc12
- sEH activator = -8

CCn1cc([N+](=O)[O-])c(C(=O)Nc2nc(-c3ccc(C)cc3)c(C)s2)n1
- sEH activator = 7

N#Cc1ccc(CNc2cnccn2)cc1
- sEH activator = -8

CCCCCCC(=O)NC(Nc1ccc(S(N)(=O)=O)cc1)C(Cl)(Cl)Cl (configuration not stated)
- sEH activator = -6

Cc1cc(C)n2nc(SCC#N)nc2n1
- sEH activator = 3

COc1cccc(CNC(=O)c2ccc(S(=O)(=O)N3CCCC3)cc2)c1
- sEH activator = -15

COc1ccc(/C(C#N)=C/c2c(-c3ccc(Cl)cc3)nc3c(C)cccn23)cc1
- sEH activator = -2

CN(C)c1ccc(C=C2C(=O)OC(C)(C(C)(C)C)OC2=O)cc1 (configuration not stated)
- sEH activator = -2

CC(=O)Nc1ccc(-c2nn[nH]n2)cc1Cl
- sEH activator = 7

Oc1c(N=Nc2ccccn2)ccc2ccccc12
- sEH activator = 12

O=C(Cc1ccccc1)NCCc1cccc(Cl)c1
- sEH activator = -13

CC1=NCC(C)c2c1[nH]c1ccccc21 (configuration not stated)
- sEH activator = -6

Cc1ccc(N2CCN(S(=O)(=O)c3ccc(F)cc3)CC2)c(C)c1
- sEH activator = 0

CCN(CCNS(=O)(=O)c1ccc2[nH]c(=O)sc2c1)c1ccccc1
- sEH activator = 2

CCOc1ccccc1Nc1nc(-c2sc(NC(=O)c3cccc(Cl)c3)nc2C)cs1
- sEH activator = -33

CC(=O)NCc1cn2c(C)csc2n1
- sEH activator = 4

COc1ccccc1NC(=O)c1sc2ncn(Cc3cccc(C)c3)c(=O)c2c1C
- sEH activator = -18

COc1ccc(C)cc1NC(=O)COC(C)=O
- sEH activator = 7

Cn1ncc(Cl)c1C(=O)N1CCCc2ccccc21
- sEH activator = -2

Cc1ccc(NC(=S)NNC(=O)c2ccccc2OC(F)F)cc1
- sEH activator = -8

COc1ccc(NC(=S)NC(NC(=O)C(C)C)C(Cl)(Cl)Cl)c([N+](=O)[O-])c1 (configuration not stated)
- sEH activator = -9

Cc1cccc(NC(=O)c2ccoc2C)n1
- sEH activator = 18

Cc1ccc2nc(SCc3nc4c(cnn4-c4ccccc4)c(=O)[nH]3)[nH]c2c1
- sEH activator = 4

N#Cc1c(NC(=O)COC(=O)c2ccc(F)cc2)sc2c1CCC2
- sEH activator = 8

O=C(OCC(=O)c1cccs1)C1=COCCO1
- sEH activator = -1

Cc1ccc(C)c(-c2cc(C(=O)Nc3nccs3)c3ccccc3n2)c1
- sEH activator = -2

COc1ccc(/C(N)=N/OC(=O)Cc2ccccc2OC)cc1
- sEH activator = 2

CCc1ccc(/C(C)=N/Nc2cc(Cl)nc(C)n2)cc1
- sEH activator = 3

O=C(Nc1cccc(S(=O)(=O)N2CCOCC2)c1)c1ccco1
- sEH activator = -13

CCC(=O)c1c[nH]c(C(=O)NCC2CCCO2)c1 (configuration not stated)
- sEH activator = -7

COc1ccc(NC(=S)Nc2ccc(Oc3ccccc3)cc2)cc1
- sEH activator = -25

Cn1cc(-c2nnnn2-c2ccc(Cl)cc2)c(=O)c2ccccc21
- sEH activator = 16

Cc1ccc(S(=O)(=O)N/N=C/c2ccc(OS(=O)(=O)c3ccc(C)c([N+](=O)[O-])c3)cc2)cc1
- sEH activator = 6

COc1ccc(CNC(=O)C23CN(Cc4ccccc4)CC2C(c2ccc([N+](=O)[O-])cc2)=NO3)cc1 (configuration not stated)
- sEH activator = -8

Cc1ccccc1OCCNC(=O)c1ccccc1Sc1ccccc1C#N
- sEH activator = 0

COc1ccc(C(=O)CSc2nnc(CCc3ccccc3)n2-c2ccccc2)cc1
- sEH activator = 10

CC(C)OCC(O)CN1CCNCC1 (configuration not stated)
- sEH activator = 22

Cc1cc(C)n(CCCO)c(=O)c1C#N
- sEH activator = -11

CC(NC(=O)c1cn(C)c2ccc(S(=O)(=O)N3CCCC3)cc2c1=O)c1ccc2c(c1)OCCO2 (configuration not stated)
- sEH activator = 1

Cc1c(NC(=S)N/N=C/c2ccc(O)cc2)c(=O)n(-c2ccccc2)n1C
- sEH activator = 11

C#CC[N+](CC)(CC)CC#Cc1cccc(Cl)c1
- sEH activator = -6

NC(=O)C1CCN(C2=C(Cl)C(=O)c3ccccc3C2=O)CC1
- sEH activator = -1

CCc1cc(/C(Cc2cscn2)=N\O)c(O)cc1O
- sEH activator = 14

COc1ccc(C(=O)/C=C/N(C)C)cc1
- sEH activator = -9

CC(=O)Nc1ccc(S(=O)(=O)N(C)CCOCc2ccccc2)cc1
- sEH activator = 3

O=C(CNC(=O)c1ccco1)Nc1ccc(S(=O)(=O)N2CCCC2)cc1
- sEH activator = 3

O=C(Nc1ccc(NC(=O)c2cccs2)cc1)c1ccco1
- sEH activator = 8

Cc1nn(-c2ccccc2)c(C)c1/C=N/N1CCN(c2ccccc2)CC1
- sEH activator = 14

CCCCC(CC)Cn1c(N)c(C#N)c2nc3ccccc3nc21 (configuration not stated)
- sEH activator = 9

Cn1cnc([N+](=O)[O-])c1Sc1ccccc1
- sEH activator = 4

Cc1cccc(OCC(=O)NC(C)C(=O)N/N=C/c2c(OCc3ccccc3)ccc3ccccc23)c1 (configuration not stated)
- sEH activator = 3

CCOc1ccc(CCNC(=O)COC(=O)c2ccco2)cc1OCC
- sEH activator = -4

COC(=O)c1ccccc1N1C(=O)C2C(C1=O)C1C=CC2C12CC2 (configuration not stated)
- sEH activator = -10

CCn1c(C)cc(/C=C2\NC(=O)N(CC(=O)Nc3cccc(C)c3)C2=O)c1C
- sEH activator = 3

COC(=O)c1c(NC(NC(=O)C(C)(C)C)C(Cl)(Cl)Cl)sc2c1CCC2 (configuration not stated)
- sEH activator = 2

CC(=O)Nc1ccc2nc(SCC(=O)Nc3ccc(N4CCOCC4)c(Cl)c3)sc2c1
- sEH activator = -45

N#CCC(=N)N1CCN(c2ccccc2)CC1
- sEH activator = -6

CCOC(=O)Oc1ccc2c(=O)c(Oc3cc(C)cc(C)c3)coc2c1
- sEH activator = -4

S=c1nc(-c2ccccc2)n(Cc2ccco2)c2c1CCCC2
- sEH activator = 1

CCCCCCC(=O)Nc1ccc(C(=O)N/N=C/c2cccnc2)cc1
- sEH activator = -9

Cc1cc(=O)[nH]c(SCC(=O)Nc2cccc3ccccc23)c1C#N
- sEH activator = -8

COc1cccc(-c2cnc(OC(C)(C)C)nc2OC(C)(C)C)c1
- sEH activator = 10

N/C(=N\OC(=O)N1CCOCC1)c1ccccc1
- sEH activator = 5

COc1ccc(N2CCN(C(=S)NCCc3ccccc3)CC2)cc1
- sEH activator = -7

O=C(Nc1nccs1)c1ccc(Cl)cc1[N+](=O)[O-]
- sEH activator = 19

O=C(Oc1ccccc1N1C(=O)C2CCCCC2C1=O)c1ccccc1 (configuration not stated)
- sEH activator = 15

FC(F)(F)c1cc(-c2ccco2)nc(NCc2ccco2)n1
- sEH activator = 16

CCOc1ccc(C(=O)N/N=C(\c2ccccc2)c2ccccn2)cc1
- sEH activator = -6

COc1ccc(-n2c(-c3cccc(OC)c3)nc(=S)c3c2CCCC3)cc1
- sEH activator = 2

COc1ccc(-c2noc(CCCC(=O)Nc3ccc(C(N)=O)cc3)n2)cc1
- sEH activator = 7

Fc1nc(N2CCCC2)c(F)c(Oc2ccccc2Oc2c(F)c(F)nc(N3CCCC3)c2F)c1F
- sEH activator = -5

Nc1nnc(SCC(=O)Nc2ccc(S(=O)(=O)N3CCOCC3)cc2)s1
- sEH activator = 3

CC(=O)N1N=C(c2ccc3nccnc3c2)CC1c1ccccc1 (configuration not stated)
- sEH activator = 7

CN1CCc2c(sc3c2c(=O)n(-c2ccccc2)c2n[nH]c(=S)n32)C1
- sEH activator = 9

Cc1ccccc1-c1cc(-c2ccccc2O)on1
- sEH activator = 2

O=C(Nc1ccccc1SCC1CSc2nc3ccccc3c(=O)n21)c1ccccc1Cl (configuration not stated)
- sEH activator = 15

COc1ccc(NC2=NC(=S)N(c3ccc(C)cc3)C23CCCCC3)cc1
- sEH activator = 1

COc1ccc(C(=O)NC(C)c2nc3ccccc3[nH]2)cc1OC (configuration not stated)
- sEH activator = -1

CC(C)CC(=O)O/N=C1\C(=O)N(Cc2ccc(Cl)cc2)c2ccc([N+](=O)[O-])cc21
- sEH activator = -11

C/C(CC(=O)NCc1ccco1)=N\NC(=O)Cc1ccccc1
- sEH activator = 0

O=C(NC1=NCCS1)c1sc2ccccc2c1Cl
- sEH activator = 5

COC(=O)C(=Cc1ccc(OCc2ccc([N+](=O)[O-])cc2)c(OC)c1)C(=O)OC
- sEH activator = 18

CCOC(=O)C1=NOC(CNC(=O)c2c(-c3ccccc3Cl)noc2C)C1 (configuration not stated)
- sEH activator = -10

CNS(=O)(=O)c1cccc(C(=O)Nc2cccnc2)c1
- sEH activator = 1

Cc1ccc(C(=O)/C=C/c2ccc3c(c2)OCO3)o1
- sEH activator = 8

Cc1sc2ncnc(SCC(=O)NC3CC3)c2c1C
- sEH activator = 2

O=C(Nc1ccc(N2CCOCC2)cc1)c1cn2ccccc2n1
- sEH activator = 5

Cc1cccc(NC(=S)N/N=C/c2ccc(Cl)c([N+](=O)[O-])c2)c1
- sEH activator = -3

O=c1cc(CO)occ1OCc1ccccc1
- sEH activator = 11

Oc1c(C=C2N=c3ccccc3=N2)sc(=S)n1-c1ccc(F)cc1
- sEH activator = 1

O=C1CSC(c2ccc(F)cc2)N1c1nnc(C23CC4CC(CC(C4)C2)C3)s1 (configuration not stated)
- sEH activator = 0

COc1ccc(CCN2C(=O)c3cccc4cccc(c34)C2=O)cc1OC
- sEH activator = -7

Cc1ccc(-n2c(SCC(=O)Nc3cc(C)on3)nc3ccccc3c2=O)cc1
- sEH activator = 8

COc1ccccc1C(=O)NC(=S)N1CCCc2ccccc21
- sEH activator = -14

O=C(O)C1C2C=CC(C2)C1C(=O)NCc1ccoc1 (configuration not stated)
- sEH activator = 17

C=CCNC(=O)CC(=O)N/N=C/c1ccc(C(=O)OC)cc1
- sEH activator = 8

COc1ccc(C(=O)NN2C(=O)C3CCC(C)(C2=O)C3(C)C)cc1 (configuration not stated)
- sEH activator = 0

CCOC(=O)c1cnn(-c2ccccc2)c1-n1cccc1C(=O)C(=O)Nc1ccc(F)cc1
- sEH activator = -10

COc1ccc(OC)c(Nc2nc(-c3sc(NC(=O)c4ccccc4)nc3C)cs2)c1
- sEH activator = -13

O=C(NCc1ccccn1)c1coc(=O)c(Br)c1
- sEH activator = 16

Cc1ccccc1OC(=O)n1c(=S)oc2cc(Cl)ccc21
- sEH activator = 4

COc1cc2ncnc(NCc3ccccc3)c2cc1OC
- sEH activator = -6

CCn1c(-c2cc(-c3ccc(OC(C)C)cc3)nc3ccccc23)n[nH]c1=S
- sEH activator = 15

Cc1cccc(Cn2c(C(C)O)nc3ccccc32)c1 (configuration not stated)
- sEH activator = 6

CCCN1C2=NCCN2c2cc(C)c(C)cc21
- sEH activator = 5

Cc1ccc(NC(=S)NNC(=O)c2c([N+](=O)[O-])c(C)nn2C)cc1
- sEH activator = -10

CCCCn1c(=O)[nH]c(=O)c2c1nc(-c1ccc(-c3ccccc3Br)o1)n2CC
- sEH activator = 2

CC(C)C1C(=O)NC(=S)N1S(=O)(=O)c1ccc(C(C)(C)C)cc1 (configuration not stated)
- sEH activator = -8

Cc1nc2cc(-c3ccccc3)nn2c(C)c1CCC(=O)N1CCN(c2ccccc2)CC1
- sEH activator = 5

Cc1cc(C)n(C(C[N+](=O)[O-])c2ccc(Cl)cc2)n1 (configuration not stated)
- sEH activator = 3

Cc1c(NC(=S)N/N=C/c2cccc(O)c2)c(=O)n(-c2ccccc2)n1C
- sEH activator = 14

CC(/C=N\NC(=O)Cn1c(C)nc2ccccc21)=C\c1ccccc1
- sEH activator = 5

These rows are one share of the data. The share of hits here may be higher or lower than overall.
